NS5 inhibitors: Dengue-2 NS5 methyltransferase inhibitors, primary screen, biochemical, confirmation dose response (AID 588689). Dengue-2 NS5 methyltransferase capping enzyme assay, biochemical; higher % means a stronger effect. one-dose inhibition, % at 25 µM; IC50 in µM for titrated hits. 340,000 compounds, 0.3% hits; in the data active means a potency from the dose series; inconclusive means inhibition above about 29% without an active follow-up result
West Nile virus CPE: West Nile virus antiviral activity, cell-based, CPE readout (AID 1621) | West Nile virus-infected cells, CPE inhibition; higher % means a stronger effect | CPE inhibition, % at 10 µM, or IC50 in µM where a hit was titrated | 290,000 compounds, 0.02% hits; in the data active means a potency from the dose series; inconclusive means CPE inhibition mostly from about 3.7% at the one dose, without a potency; inactive means the rest, 99 in 100 with CPE inhibition below about 2.2%; further: strong numbers were not always called active
LYP phosphatase: inhibitors of LYP phosphatase, biochemical, fluorescence intensity, uHTS (AID 1779). recombinant LYP phosphatase, fluorescence intensity; higher % means a stronger effect. one-dose inhibition, % at 11.5 µM; IC50 in µM for titrated hits. 290,000 compounds, 0.054% hits; in the data active means inhibition above about 50%;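 further: plate controls were vehicle with enzyme for no effect and no enzyme for full effect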
GPR35 arrestin U2OS: inhibition of zaprinast-stimulated GPR35 beta-arrestin translocation – imaging, U2OS, beta-arrestin-GFP, zaprinast agonist, primary screen (AID 2058); U2OS GPR35 beta-arrestin-GFP translocation imaging, zaprinast antagonism; higher % means a stronger effect; one-dose inhibition, % at 10 µM; IC50 in µM for titrated hits; 290,000 compounds, 0.052% hits;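 active means inhibition of at least 50% with at least 30 cells and total cytoplasm GFP at most 10,000,000; inconclusive means under 30 cells or total GFP of 10,000,000 plus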
SV40 large T antigen: TAg ATPase/helicase activity blockers – biochemical (AID 1903); one-dose inhibition, % at 20 µM; IC50 in µM for titrated hits; SV40 large T antigen ATPase/helicase inhibition assay; higher % means a stronger effect; 310,000 compounds, 0.39% hits; in the data active means a potency from the dose series; inconclusive means inhibition mostly from about 32% at the one dose, without a potency; inactive means the rest, 99 in 100 with inhibition below about 32%; further: strong numbers were not always called active
MgcRacGAP inhibition: MgcRacGAP GTPase-activating activity inhibitors, confirmation, biochemical, ADP Hunter fluorescence; 340,000 compounds, 0.6% hits; inhibition, % at 30 µM, or IC50 in µM where a hit was titrated; MgcRacGAP-stimulated Rac1 GTP hydrolysis, ADP Hunter fluorescence; higher % means a stronger effect; GST-tagged Rac1 F28L mutant substrate;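 active means first-screen hits whose inhibition reached a set limit at any dose in the follow-up dose series; inconclusive means inhibition above the set first-screen limit but never retested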;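 further: fluorescence reports GDP produced by GAP-driven GTP hydrolysis; strong numbers were not always called active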
CSM14.1 death rescue: protection against thapsigargin-triggered cell killing – 384-well, CSM14.1, ATP luminescence, primary screen (AID 1222); cellular ATP content (survival), % at 20 µM, or EC50 in µM where a hit was titrated; CSM14.1 thapsigargin-induced death rescue, ATP luminescence; higher % means a stronger effect; 190,000 tested, under 10 active;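 active means EC50 below 50 µM in the dose-response confirmation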;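 further: death triggered by thapsigargin at about 15 µM added after 2 h compound pretreatment; cell ATP read after overnight thapsigargin exposure of roughly 18 to 22 hours; normalized against plate controls of thapsigargin alone and 5% DMSO vehicle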
PhoP inhibition: inhibitors of PhoP regulon expression, primary screen, Salmonella Typhimurium, GFP reporter (AID 1863) | 300,000 compounds, 0.16% hits | inhibition, % at 50 µM; hits with a dose series show IC50 in µM | S. Typhimurium PhoP-regulated promoter GFP reporter, 4 h; higher % means a stronger effect;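 active means inhibition over 29.93%, a cutoff 3 SD above the screen mean, later confirmed by dose response; inconclusive means inhibition over 29.93% but no dose response follow-up; inactive means inhibition at most 29.93% or unconfirmed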;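 further: 0% = low Mg2+ inducing control and 100% = high Mg2+ repressing control; strong numbers were not always called active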
RSV CPE inhibition: RSV antiviral activity via CPE protection, HEp-2 cells, primary 10 µM value included (AID 2391) | 310,000 compounds, 0.13% hits | CPE inhibition, % at 10 µM; hits with a dose series show IC50 in µM | HEp-2 cells, RSV-induced CPE inhibition; higher % means a stronger effect; in the data active means a potency from the dose series; inconclusive means CPE inhibition mostly from about 23% at the one dose, without a potency; inactive means the rest, 99 in 100 with CPE inhibition below about 21%; further: strong numbers were not always called active
NS5 inhibitors pilot replicate: recorded beside NS5 inhibitors, whose call it bears; inhibition, %; measured here: pilot screen replicate inhibition
Starred values were filed as active, the others as inactive; ? = inconclusive; · = not tested or not shown.

SMILES	NS5 inhibitors	West Nile virus CPE	LYP phosphatase	GPR35 arrestin U2OS	SV40 large T antigen	MgcRacGAP inhibition	CSM14.1 death rescue	PhoP inhibition	RSV CPE inhibition	others
Cc1c(Cl)cccc1-n1c(SCC(=O)N2CCC(C(=O)O)CC2)nnc1-c1ccncc1	-6%	0.0%	-4%	-2%	28%	3%	-0.4%	-3%	2.4%
COc1cccc(CN2CCN(CCc3ccccc3)C(CCO)C2)c1OC (centres undefined)	-6%	0.8%	-5%	-19%	4%	4%	-1.9%	5%	-0.4%
CCOc1ccc(CN(CCO)CCO)cc1[N+](=O)[O-]	5%	0.4%	-3%	-6%	3%	17%	-1.0%	9%	1.5%
COc1ccccc1CNC(=O)CCNS(=O)(=O)c1cccc2nsnc12	4%	-0.3%	-1%	2%	12%	6%	0.4%	2%	-0.5%
O=c1c(-c2ccc(O)cc2)coc2cc(OC3OC(CO)C(O)C(O)C3O)ccc12 (centres undefined)	-9%	0.5%	-5%	-1%	>100µM*	5%	-2.6%	3%	0.1%
CN1CCN(C(=O)C(Cc2ccccc2)NS(=O)(=O)c2ccc3c(c2)CCC(=O)N3)CC1 (centres undefined)	-3%	-1.3%	1%	20%	4%	5%	-0.5%	-6%	-0.4%
CC(=O)C1=C(O)C(=O)N(Cc2ccccc2)C1c1ccco1 (centres undefined)	6%	-0.4%	-1%	-3%	13%	5%	0.2%	-5%	0.9%
O=C(c1cccs1)N1CCN(c2nc3ccccc3s2)CC1	12%	-0.3%	-12%	2%	5%	8%	·	-3%	1.7%
CC(=O)CC(=O)Nc1nc(C)cc(C)n1	-2%	0.2%	-6%	-7%	2%	1%	0.3%	6%	1.0%
Cc1csc(NC(=O)CN(C)S(=O)(=O)c2cccc3cccnc23)n1	-3%	0.0%	-8%	-14%	0%	0%	-0.2%	13%	1.7%
COC(=O)CC1(c2cccc3ccccc23)C(=O)c2ccccc2C1=O	0%	-0.1%	-2%	-6%	11%	8%	-2.5%	6%	1.4%
O=C1/C(=C/c2cccnc2)Oc2cc(OS(=O)(=O)c3ccc(Cl)cc3)ccc21	1%	-0.8%	2%	6%	10%	-3%	0.4%	-4%	1.1%
COc1cc(/C=N/Nc2nc(Nc3ccccc3)nc(N3CCCCC3)n2)ccc1OCC(=O)O	3%	0.5%	13%	14%	6%	14%	-1.5%	-4%	-0.9%
Cc1nc2c(C)cccc2cc1C(=O)N/N=C/c1ccc(N(C)C)cc1	0%	1.9%	10%	9%	10%	7%	-5.0%	-1%	-1.7%
Cc1cc(OC(C)C(=O)NCc2cccnc2)c2c(C)cc(=O)oc2c1 (centres undefined)	-10%	-0.1%	-17%	-5%	11%	3%	·	2%	3.6%
CCOc1ccc(C(=O)Nc2nnc(C)s2)cc1OCC	-14%	0.5%	-3%	-13%	-1%	-5%	3.1%	-9%	-0.7%	NS5 inhibitors pilot replicate=-4.7
Cc1[nH]c2ccccc2c1-c1csc(N)n1	-14%	-1.4%	-10%	0%	25%	11%	·	5%	0.9%
CCn1cc(CN2CCC(n3nccc3NC(=O)C3CCCC3)CC2)c(C)n1	1%	0.5%	-10%	-3%	5%	6%	·	-7%	1.9%
COc1ccc(Nc2nc(NCCO)nc(OC)n2)cc1	-5%	0.0%	-3%	0%	6%	6%	-6.5%	-1%	1.6%
COc1ccc(N2Cc3cccc(C(=O)N4CCN(C(=O)c5ccco5)CC4)c3C2=O)cc1	-3%	-0.1%	3%	-4%	11%	4%	-1.0%	7%	2.1%

Continued, starting with the last 2 of the part before.
SMILES	NS5 inhibitors	West Nile virus CPE	LYP phosphatase	GPR35 arrestin U2OS	SV40 large T antigen	MgcRacGAP inhibition	CSM14.1 death rescue	PhoP inhibition	RSV CPE inhibition	others
COc1ccc(Nc2nc(NCCO)nc(OC)n2)cc1	-5%	0.0%	-3%	0%	6%	6%	-6.5%	-1%	1.6%
COc1ccc(N2Cc3cccc(C(=O)N4CCN(C(=O)c5ccco5)CC4)c3C2=O)cc1	-3%	-0.1%	3%	-4%	11%	4%	-1.0%	7%	2.1%
O=C(COC(=O)c1cccnc1Cl)c1ccc(OC(F)F)cc1	-1%	0.3%	1%	-18%	12%	8%	-0.9%	-2%	4.0%
COc1cc(S(=O)(=O)N(C)C2CCCCC2)c(C)cc1C	-4%	-1.1%	-9%	23%	-4%	10%	4.0%	1%	·
N#Cc1cccc(NCC(=O)Nc2ccc3c(c2)OCCO3)c1	-1%	-0.1%	-3%	0%	12%	3%	-0.4%	-2%	0.5%
Cc1cc(NC(=O)CCS(=O)(=O)c2nc(-c3ccccc3)cc(C(F)(F)F)n2)no1	-70%	0.0%	-1%	12%	27%	3%	4.5%	7%	2.6%
O=C(O)C1C2C=CC(C2)C1C(=O)Nc1nccs1 (centres undefined)	-8%	-0.2%	-4%	3%	13%	5%	-0.2%	12%	0.9%
CC(C)(CCl)C(=O)Nc1ccc(Sc2ccc(F)cc2)cc1	-1%	0.9%	1%	4%	-1%	5%	2.9%	-5%	14%	NS5 inhibitors pilot replicate=-0.3
Cc1cccc(OCC(O)Cn2c(-n3nc(C)cc3C)nc3c2c(=O)[nH]c(=O)n3C)c1 (centres undefined)	-2%	0.1%	-4%	7%	14%	4%	0.4%	-6%	3.1%
Cc1ccc(S(=O)(=O)N2CCCC2C(=O)NCCc2nc3ccccc3[nH]2)cc1 (centres undefined)	0%	-0.6%	-4%	-4%	2%	-1%	-1.8%	1%	6.5%
Cc1ccccc1Cn1cc(NC(=O)c2nc3ncccn3n2)cn1	-5%	-0.1%	-4%	-14%	10%	8%	-1.7%	1%	-2.1%
O=C1COc2ccc(C(=O)NCc3ccco3)cc2N1	-1%	0.2%	1%	20%	3%	-4%	·	-9%	0.0%
NS(=O)(=O)c1ccc(CCNC(=O)CN2CCN(c3ccccc3F)CC2)cc1	3%	0.1%	4%	14%	12%	10%	3.3%	-2%	0.5%
CC(NC(=O)Nc1ccc(Br)cc1)C(C)(C)C (centres undefined)	-8%	-0.7%	-6%	-6%	6%	4%	-1.1%	-2%	8.3%
Cc1ccc(-n2c(-c3cn(C)nc3C)n[nH]c2=S)cc1	·	0.0%	-7%	-9%	1%	·	-0.7%	3%	2.3%
Cc1ccc(-c2nn(-c3ccccc3)cc2C2CC(c3cccs3)=NN2C(=O)CCCC(=O)O)cc1 (centres undefined)	10%	-0.3%	0%	-2%	5%	-3%	-1.3%	12%	37µM*
CCCCn1c(N)c(N(CC(C)C)C(=O)c2ccc(C)c(S(=O)(=O)N3CCCCC3)c2)c(=O)[nH]c1=O	1%	·	·	·	8%	4%	·	7%	0.4%
COc1ccc(NC(=O)c2cccc(Cl)c2)c[n+]1[O-]	-7%	0.7%	-9%	0%	4%	·	·	13%	1.4%
COC(=O)c1scc(C)c1NS(=O)(=O)c1ccc(NC(C)=O)cc1	3%	-0.5%	-9%	-6%	0%	11%	·	5%	0.7%
O=C(NC(=S)Nc1ccc2c(c1)OCCO2)c1ccc(F)cc1Cl	-4%	-0.7%	-1%	22%	-10%	10%	-1.3%	9%	0.6%
NC(=O)c1ccc(C(F)(F)F)n(Cc2cccc(Cl)c2)c1=O	-3%	1.4%	4%	14%	6%	7%	-1.7%	-6%	6.5%
CCc1ccc(C2C(C#N)=C(N)C(C#N)(C#N)C3=CCC(C(C)(C)C)CC32)cc1 (centres undefined)	28%	0.3%	6%	-10%	4%	0%	-2.6%	-5%	?
CCOc1ccc(CCNC(=O)CCS(=O)(=O)c2ccc(OC)cc2)cc1OCC	-4%	-0.3%	-8%	-9%	6%	10%	-0.5%	0%	-0.3%
O=C(CSc1nnnn1-c1ccc(C(=O)O)cc1)NC1CC1	-1%	0.7%	-8%	18%	13%	6%	·	2%	1.3%
Nc1ccc(-c2cc(-c3ccc(N)cc3)nc(-c3ccccc3)n2)cc1	4%	-0.4%	0%	-9%	-51%	-6%	22%	14%	1.8%
Cn1nc(NC(=O)C(F)(F)F)c2ncc(-c3ccc(Cl)cc3)nc21	-2%	0.4%	-4%	21%	-4%	0%	·	10%	-1.0%
CCN1CCN(CC(=O)Nc2cc(C)on2)CC1	2%	0.4%	-5%	2%	-1%	29%	-0.2%	0%	-0.7%
Cc1ccc(NC(=O)C2CCN(C(=O)c3ccccc3C)CC2)cc1	5%	-0.6%	-1%	-15%	18%	-2%	4.7%	2%	6.0%
Cc1c(C)c2ccc(OCC(=O)NCCCn3ccnc3)cc2oc1=O	-8%	0.0%	-5%	22%	12%	11%	·	-8%	2.7%
Cc1ccc(C(C)(C)NC(=O)C2CCC(=O)N(Cc3ccccc3F)C2)cc1 (centres undefined)	1%	-0.3%	-3%	5%	13%	5%	·	-5%	1.0%
COc1cccc2c1CCC(NC(C)=O)C2=O (centres undefined)	1%	-0.2%	3%	4%	1%	3%	-1.2%	19%	1.0%
COc1ccc(CCNC(=O)CC(C)S(=O)(=O)c2ccc3c(c2)NC(=O)CO3)cc1OC (centres undefined)	2%	-0.1%	-16%	0%	-16%	4%	·	6%	-1.2%
Cc1ccc2c(c1)N(CC(=O)N1CCCCCC1)C(=O)C(C)O2 (centres undefined)	-4%	-0.6%	-10%	-7%	1%	6%	·	2%	2.9%
Cc1c(C)n(Cc2ccccc2)c2ncnc(NCCO)c12	-7%	-0.5%	-5%	11%	7%	9%	·	-6%	3.5%
Cc1cccc(N2CCN(C(=O)c3cccc(S(=O)(=O)N4CCc5ccccc5C4)c3)CC2C)c1 (centres undefined)	-5%	-0.9%	5%	-9%	11%	-2%	-1.5%	1%	2.6%
COc1ccc(C(CCNCc2ccc(F)cc2)c2ccc(F)cc2)cc1 (centres undefined)	-1%	-2.3%	-11%	10%	11%	4%	-3.7%	-3%	19%
O=C(Nc1ccccc1Br)c1cc(=O)c2ccccc2o1	-4%	-0.4%	-7%	8%	7%	5%	·	-4%	2.2%
O=C(CC1S/C(=N/N=C/c2cccnc2)NC1=O)Nc1ccccc1 (centres undefined)	10%	-0.1%	-8%	-5%	-2%	3%	-0.5%	-7%	0.3%
COc1ccc(Nc2cc(C)c3cc([N+](=O)[O-])ccc3n2)cc1	-20%	-1.5%	3%	16%	2%	7%	·	12%	?

Screening results deposited in PubChem by several laboratories.
